# Autophagy HCS = autophagy modulation, high-content screen | MEF GFP-LC3 puncta imaging; test concentration mostly 10 µM | calls only at 10 µM (by protocol) | actives 0.98% (n = 190,000) | AID 463193;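 active = percentage of spot-positive cells more than 3 SD above its plate mean, without a fluorescence outlier flag or 80% toxicity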;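 note: spot-positive cell cutoff set from DMSO-treated cells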
# Lipid droplet = hepatic lipid droplet formation modulation; AML12 mouse hepatocytes, oleate lipid droplets, BODIPY imaging; inhibition, % at 6.5 µM; actives 0.4% (n = 240,000);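 active = lipid droplet intensity inhibited by at least 50%, with more than 500 cells counted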
#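 Material – mouse AML12 hepatocyte cell line, fixed after treatment · Compound dosing – one dose, 6.5 µM compound · Times – compound with oleate, overnight · Measured by – Image-based BODIPY and DAPI two-channel analysis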
# West Nile antiviral = inhibition of WNV-induced cytopathic effect – cell-based, CPE readout (AID 1621); one-dose CPE inhibition, % at 10 µM; IC50 in µM for titrated hits; West Nile virus-infected cells, CPE inhibition; higher % means a stronger effect; actives 0.02% (n = 290,000); in the data active = a potency from the dose series; note: strong numbers were not always called active
# bCat nuc transl = modulators of beta-catenin nuclear translocation. HeLa beta-catenin nuclear translocation, immunofluorescence imaging. nuclear translocation activity, % at 5 µM. actives 0.3% (n = 190,000);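 active = nuclear translocation activity above 50% at 5 µM, with a well cell count of 50 or more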;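 note: per-cell ratio of nuclear to cytoplasmic median beta-catenin stain intensity; plate controls were DMSO negative control for no effect and GSK-3 inhibitor IX positive control for full effect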
#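 Test system: human HeLa cell line; Doses: 5 µM primary, 0.02–20 µM confirmation; Incubation: 24 h compound exposure, 37°C; Detection: beta-catenin immunofluorescence imaging with DAPI; Read-out: beta-catenin nuclear/cytoplasmic ratio, % activation.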
# Insulin prom up = MIN6 insulin promoter up-regulation; MIN6 insulin promoter-GFP reporter, high-content imaging; stronger effect = higher value; z-score at 5 µM; actives 0.3% (n = 190,000); AID 1625;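 active = z-score above 3 at 5 µM with at least 500 cells counted in the well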
# MT stabilizer = microtubule stabilization, imaging screen; HeLa tubulin immunostaining HCS, 24 h; share of cells brighter than vehicle mean+2SD; % tubulin-high responders, % at 10 µM; actives 0.83% (n = 200,000);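 active = plate Z-score above 3 for both tubulin-high and condensed-nucleus cell shares, with cell loss under 80%, at 10 µM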;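 note: anti alpha tubulin signal scored within the nucleus-defined area of each cell; some results filed as inactive read as strong as hits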
# T cell HTS = T cell immune modulation candidate. 2C CD8+ T cell-vesicle binding, flow cytometry; stronger effect = lower value. actives 0.068% (n = 330,000). calls only at 7 µM. AID 2052;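 active = response, share of CD8 T cells binding vesicles, and their 90th percentile fluorescence all below set limits, cut at about 80% in these data, passing the limit was not always enough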
#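 Material: murine 2C transgenic CD8+ T lymphocytes / Also added: QL9-peptide-loaded Drosophila micro-vesicles bearing Ld, ICAM-1 and B7-1 / Schedule: binding step 1.5 h, 37 °C, antibody labelling 20 min, ice / Signal: flow cytometry, PE anti-B7-1 (FL2) versus Alexa647 anti-CD8 (FL8), PFA-fixed / Evaluation: percent CD8+ FL2 mean versus row control / Benchmarks: naked versus QL9-loaded vesicles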
# Myeloid diff 2 = promotes myeloid progenitor differentiation; actives 1% (n = 360,000); AID 624256; calls only at 10 µM; ER-HoxA9 myeloid progenitors, lysozyme-GFP differentiation, flow cytometry;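 active = normalized GFP-positive differentiation at or above the plate's own cutoff, the solvent-only control mean plus 3 SD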;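 note: cells exposed to compound for four days before flow analysis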
# WT yeast gro inh = growth inhibition of WT yeast, mitochondrial fusion screen | actives 2.1% (n = 190,000) | mitochondrial fusion phenotypic screen, WT strain | inhibition, % at 10 µM; in the data active = inhibition above about 58%; tested in S. cerevisiae
# WT yeast gro inh mutant strain = recorded beside WT yeast gro inh, whose call it bears; inhibition, %; mitochondrial fusion phenotypic screen, mutant strain inhibition
# Insulin prom up cell count = further read-out of Insulin prom up, marked with its call; cell count; measured here: cytotoxicity, nuclei count;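 total cells summed across four imaged fields per well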
# Lipid droplet cells 6.5 µM = recorded beside Lipid droplet, whose call it bears; cell count; measured here: cell count, cytotoxicity flag;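 cells counted across two imaged fields per well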
# bCat nuc transl cell count 5 µM = second read-out of bCat nuc transl, no call of its own (marks repeat the call); cell count; measured here: cell count, cytotoxicity flag
# T cell HTS vesicle-bound % = also measured in T cell HTS; calls as there; double positive events, %; measured here: CD8+ vesicle-bound cell fraction;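 binding gate set so that unloaded-vesicle control wells show 10% double positive cells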
# MT stabilizer Hoechst-high % = recorded beside MT stabilizer, whose call it bears; % Hoechst-high responders; measured here: nuclear condensation Hoechst responders;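 share of cells brighter than vehicle mean plus two SD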
# MT stabilizer cytotoxicity % = second read-out of MT stabilizer, no call of its own (marks repeat the call); toxicity, %; measured here: cytotoxicity by cell density;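 0% = mean cell density of plate MIN control wells and 100% = no cells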
# Autophagy HCS cell loss 18 h = further read-out of Autophagy HCS, marked with its call; toxicity, %; measured here: cell loss, nuclei count;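 cell loss after 18 h compound exposure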
# Myeloid diff 2 GFP+ MAC1+ % = also measured in Myeloid diff 2; calls as there; GFP+ MAC1+ double positive, %; measured here: differentiation confirmed by MAC1 staining
# An asterisk follows results filed as active; i = inactive; . = not tested or not shown; & = joins results of further samples.
SMILES,Autophagy HCS,Autophagy HCS cell loss 18 h,Lipid droplet,Lipid droplet cells 6.5 µM,West Nile antiviral,bCat nuc transl,bCat nuc transl cell count 5 µM,Insulin prom up,Insulin prom up cell count,MT stabilizer,MT stabilizer Hoechst-high %,MT stabilizer cytotoxicity %,T cell HTS,T cell HTS vesicle-bound %,Myeloid diff 2,Myeloid diff 2 GFP+ MAC1+ %,WT yeast gro inh,WT yeast gro inh mutant strain
COc1ccc(OCCSc2nc(C)c(Cc3ccccc3)c(=O)[nH]2)cc1,i,20.9,19.6,691,1.2%,-1.4,1170,-0.1,1300,2.2,1.1,5.6,i,13.7,i,0.4,-0.4,8.9
C/C(N)=C(/C#N)C(=O)CSc1nnc(Nc2c(C)cccc2C)s1,i,1.0,.,.,-0.6%,-1.9,909,.,.,3.3,2.0,9.3,i,54.0,i,0.4&0.5,-10.8,-4.8
COc1ccccc1-c1ccc(=O)n(CC(=O)NC2CCc3ccccc32)n1 (stereo not drawn),i,-1.3,-5.1,718,0.0%,0.9,1600,0.89,1493,1.3,1.4,4.9,i,37.6,i,0.5,-2.0,3.0
CCOC(=O)c1sc(NC(C)=O)c(C(=O)OCC)c1C,i,5.0,3.2,793,-0.2%,0.2,1178,-0.19,1213,5.1,2.1,5.9,i,44.4,i,0.7,11.4,3.4
CSc1ccccc1NC(=O)c1ccc([N+](=O)[O-])cc1,i,9.3,3.2,711,0.1%,-2.0,1024,0.07,1650,6.4,3.6,8.0,i,28.0,i,0.9,-7.8,10.8
O=C1NC(=O)C2(COC3(CCCC3)OC2)S1,i,-7.8,-1.1,737,0.0%,-2.1,1141,-0.82,862,6.5,3.4,0.5,i,33.7,i,0.5,5.9,15.1
Cc1nnc(SCC(=O)N2c3ccccc3Sc3ccccc32)n1N,i,1.2,2.4,784,-0.6%,-0.3,975,-1.27,1239,3.4,1.6,7.6,i,51.0,i,4.2,-10.7,7.7
Cc1nn(-c2ccccn2)c2c1C(=O)CC(C)(C)C2Br (stereo not drawn),.,.,2.3,686,-0.1%,-1.8,1167,-0.16,1399,.,.,.,i,53.8,i,0.6,.,.
O=C(COC(=O)c1ccc(NS(=O)(=O)c2cccs2)cc1O)Nc1ccc(F)cc1,.,.,24.4,722,0.9%,-0.4,1269,-0.69,1202,.,.,.,i,18.7,i,0.3,.,.
CCCC(=O)Nc1ccc(C(=O)NCC(=O)OCC)cc1,i,-4.3,21.9,770,0.0%,-1.1,1017,0.52,684,2.1,1.7,4.9,i,11.7,i,0.9,5.8,9.8
CCOc1cc(NC(=S)Nc2ccccc2OC)c(OCC)cc1NC(=O)c1ccccc1C,i,1.9,.,.,0.6%,-0.5,1366,-0.24,1477,1.5,1.6,6.7,i,53.6,i,1.7,9.5,5.0
CC(C)(O)C#Cc1ccc(C(=O)N2CCN(c3ccccc3)CC2)cc1,i,-3.4,0.5,710,-0.5%,.,.,0.31,1381,3.3,1.1,0.6,i,58.5,i,0.3,13.7,16.3
COc1ccc(C(CC(=O)O)NC(=O)c2cccs2)cc1 (stereo not drawn),i,-0.6,-52.7,713,0.3%,-0.8,1011,-0.63,1257,2.6,2.1,2.8,i,28.6,i,1.1,4.8,8.7
O=[N+]([O-])c1ccccc1S(=O)(=O)N(CC1CO1)c1ccccc1 (stereo not drawn),.,.,-3.9,866,-0.5%,.,.,.,.,.,.,.,i,54.3,i,2.1,.,.
CCCCNC(=O)COC(=O)CCC(=O)c1cccs1,i,9.5,-0.5,636,-0.3%,-3.0,1180,0.04,1453,5.4,2.7,9.3,i,56.7,i,0.4,-13.0,6.5
O=C(O)CN1C(=O)/C(=C\c2cc(Br)ccc2OCc2ccc(Cl)cc2)SC1=S,.,.,-10.3,731,1.8%,.,.,.,.,.,.,.,i,28.7,i,0.3,.,.
O=C(Nc1ccccc1)OCc1cc(-c2ccccc2Cl)on1,i,-8.5,.,.,.,-0.4,1348,0.01,1683,1.7,2.1,5.3,i,10.7,i,1.0,12.9,-0.3
CC(C)(C)C1CCc2c(sc(NC(=O)C3CC=CCC3C(=O)O)c2C#N)C1 (stereo not drawn),i,-2.7,2.0,662,-0.7%,.,.,-1.62,1465,3.0,3.4,6.6,i,48.3,i,0.4,-11.2,-3.4
CC1CC(C)CN(C(=O)C2CCN(S(=O)(=O)c3c(Cl)cccc3Cl)CC2)C1 (stereo not drawn),.,.,-27.8,599,-0.9%,.,.,.,.,.,.,.,i,13.6,i,1.5,.,.
Cc1ccccc1NC(=O)NNC(=O)c1ccc2ccccc2c1O,.,.,-4.0,806,0.0%,.,.,.,.,.,.,.,i,23.9,i,0.8,.,.
COc1ccc(S(=O)(=O)Nc2cccnc2)cc1,.,.,-22.7,670,0.4%,0.3,1269,0.72,1042,.,.,.,i,11.2,i,0.7,.,.
CCOc1ccc(C(=O)Nc2cccc(C(=O)O)c2C)cc1Cl,i,-11.4,21.1,675,0.2%,0.1,542,0.8,1244,2.5,2.7,15.6,i,47.1,i,0.6,-0.7,3.2
COc1cccc(NC(=O)N2CCC(C(N)=O)(N3CCCCC3)CC2)c1,i,-9.6,.,.,-0.1%,-1.2,1379,0.2,1649,3.6,2.3,9.4,i,45.3,i,0.6,-2.5,-3.3
CC(=O)N1CCN(C(=S)Nc2ccc(SC(F)F)cc2)CC1,i,13.6,-0.5,695,0.2%,-5.3,1124,-0.8,1227,3.7,3.9,4.1,i,61.5,i,0.6,-5.7,0.7
Cc1oc(-c2ccc(Cl)cc2)nc1CN1CCC(C(=O)NCc2ccco2)CC1,i,4.7,.,.,-0.8%,-3.0,848,-0.41,1403,1.5,1.3,3.6,i,33.1,i,1.5,-9.2,-3.0
NNc1ccc(Cl)nn1,.,.,-0.4,726,0.1%,-1.1,1159,0,1415,.,.,.,i,23.2,i,0.0,.,.
CCc1ccc(NC(=O)c2cc(C)on2)cc1,i,2.3,.,.,-0.2%,-6.7,978,1.07,1357,1.7,1.5,1.4,i,56.7,i,5.2,15.9,2.9
CCOC(=O)c1cnc(Cc2ccccc2)[nH]c1=O,.,.,-7.4,805,-0.1%,.,.,.,.,.,.,.,i,48.7,i,0.2,.,.
CC1CN(C(=O)CCC(=O)NCCc2ccccc2)c2ccccc2O1 (stereo not drawn),.,.,-4.7,712,-0.1%,.,.,.,.,.,.,.,i,27.9,i,3.0,.,.
Cc1cc(N/C(=N\S(=O)(=O)c2ccc(Cl)cc2)c2ccc(F)cc2)no1,i,28.0,8.8,795,0.3%,-2.4,1161,0.28,1285,3.1,2.2,4.0,i,24.1,i,1.9,2.0,10.1
CC(C)(C)c1ccc(C(=O)/C(C#N)=C/c2cccs2)cc1,.,.,-5.5,718,-0.1%,-0.2,1334,0.5,952,.,.,.,i,27.0,i,0.7,.,.
O=c1c2cc([N+](=O)[O-])cc([N+](=O)[O-])c2[nH]n1-c1ccccc1,.,.,-28.5,718,0.3%,.,.,.,.,.,.,.,i,48.9,i,0.6,.,.
COc1ccc(Cc2nnc(SCC(=O)Nc3nc(C)cs3)o2)cc1,i,-1.7,-27.8,807,1.0%,-0.9,1043,-0.45,1200,3.4,2.7,6.4,i,48.6,i,4.9,-0.5,4.9
Nc1nc(Cl)cc(Sc2ccc3ccccc3c2)n1,i,-27.6,.,.,1.3%,.,.,.,.,30.2,10.6,56.6,i,57.6,i,0.8,-16.5,-12.6
Cc1ccc(-c2csc(NC(=O)c3ccc(S(=O)(=O)N4CCc5ccccc54)cc3)n2)cc1,i,-2.0,-4.7,660,.,0.1,615,0.42,925,3.2,3.2,14.3,i,28.9,i,2.3,5.0,-13.4
Cc1cccc(Oc2ccccc2N)c1,i,3.6,15.7,736,0.7%,-1.3,1038,.,.,2.3,1.9,4.0,i,47.3,i,6.2,-8.3,-9.2
c1ccc(COCCN2CCN(CCOCc3ccccc3)CC2)cc1,i,4.3,-16.1,791,-0.2%,.,.,0.05,816,3.0,2.7,19.0,i,56.9,i,1.1,9.8,12.2
Cc1nn(Cc2c(F)cccc2Cl)c(=O)c2ccccc12,.,.,-1.8,830,-0.8%,.,.,.,.,.,.,.,i,36.5,i,0.5,.,.
CC(=O)OC(C(=O)NC1CCCCC1)c1cccc(F)c1 (stereo not drawn),i,-6.8,7.2,725,0.4%,-1.1,1062,-0.07,1423,1.9,1.5,10.2,i,38.8,i,0.3,-25.8,-14.5
O=c1[nH]cc(NCCNc2ncc(C(F)(F)F)cc2Cl)c(=O)[nH]1,i,16.0,4.7,659,0.3%,-0.4,1003,-0.54,1252,4.0,1.9,0.5,i,62.0,i,0.1,7.8,23.7
COc1ccc(N(CC(=O)Nc2cccc(SC)c2)S(C)(=O)=O)cc1Cl,i,13.9,.,.,-0.1%,-0.2,1122,-0.68,1281,5.8,2.9,8.9,i,35.4,i,0.5,-4.1,-7.3

# Screening data: PubChem BioAssay, several laboratories
